Bioassay records as filed in PubChem BioAssay.
GC-A act: GC-A (human) enzyme activation. activation, % at 10 µM. P16066. HEK293 GC-A cells, cGMP TR-FRET, EC30 ANP; 0% at EC30 ANP, 100% saturating ANP. hit rate 0.14% among 370,000. AID 1671463; in the data active = activation above about 40%
PG9 Ab binder: PG9 antibody binding by small molecule | TR-FRET gp120-PG9 antibody binding | inhibition, % at 6.7 µM | hit rate 0.43% among 360,000 | AID 624416; in the data active = inhibition above about 8.5%
ARFGAP1 inh: rat ARFGAP1 inhibition; Q62848; Arfgap1-stimulated ARF1 GTP hydrolysis, GDP FP detection; inhibition, % at 16.5 µM; hit rate 0.26% among 360,000;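 active = inhibition above a per-plate limit, mean inhibition of low control wells plus 3 SD, cut at about 25% in these data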;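 note: 0% = DMSO wells with enzyme and 100% = wells lacking Arfgap1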
Target sequence (Q62848 1-136 limits assumed): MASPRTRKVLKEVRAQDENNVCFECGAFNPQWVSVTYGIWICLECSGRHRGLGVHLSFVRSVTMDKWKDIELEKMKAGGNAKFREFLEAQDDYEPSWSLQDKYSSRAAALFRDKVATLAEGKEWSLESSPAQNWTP
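System: truncated rat Arfgap1 GAP domain / Medium: HEPES-based buffer, pH 7.5 / Also added: N-terminally truncated human ARF1-GTP substrate / Incubation: enzyme reaction 120 min at 25 °C after 20 min preincubation / Measured by: FP of antibody-bound GDP Alexa 633 tracer, ex 620/em 688 nm / Replicates: singlicate, each compound tested once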
ABHD4 inh: inhibits mouse alpha/beta hydrolase domain 4 | purified mABHD4, FP-Rh probe fluorescence polarization | AID 720543 | Q8VD66 | hit rate 0.54% among 370,000 | inhibition, % at 8.92 µM;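 active = inhibition exceeding the mean over every tested compound plus 3 SD, cut at about 30% in these data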;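 note: 0% = plate median of compound wells and 100% = S159A mutant with DMSO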
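Test system: mABHD4 protein | Buffer or medium: HEPES pH 7.0 buffer, 150 mM NaCl, 0.01% Pluronic F-127 | Probe or stimulus: FP-Rh fluorescent activity-based probe, added after compound pre-incubation | Timing: Pre-incubation 45 min, probe exposure 60 min, at 25 °C | Technique: Fluorescence polarization, excitation 525 nm, emission 598 nm, BODIPY TMR filters | Repeats: Single well per compound (singlicate)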
ASAP1 inh: blocks human ASAP1-stimulated Arf1 GTP hydrolysis. Q9ULH1. GDP FP detection. inhibition, % at 16.5 µM. hit rate 0.19% among 360,000; in the data active = inhibition above about 25%;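 note: 0% = vehicle with enzyme and substrate and 100% = no enzyme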
Target sequence (Q9ULH1 325-724 limits assumed): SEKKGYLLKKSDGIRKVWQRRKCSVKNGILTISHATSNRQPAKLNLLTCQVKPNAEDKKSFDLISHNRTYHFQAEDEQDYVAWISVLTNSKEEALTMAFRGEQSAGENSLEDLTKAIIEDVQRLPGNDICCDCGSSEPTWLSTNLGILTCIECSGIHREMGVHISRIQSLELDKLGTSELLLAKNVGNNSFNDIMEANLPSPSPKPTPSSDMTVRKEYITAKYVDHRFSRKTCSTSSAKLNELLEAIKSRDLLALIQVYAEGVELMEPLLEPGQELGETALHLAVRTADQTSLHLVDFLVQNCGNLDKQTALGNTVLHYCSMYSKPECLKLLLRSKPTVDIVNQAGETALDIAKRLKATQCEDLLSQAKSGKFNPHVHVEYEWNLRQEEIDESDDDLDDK
HTRA1 inhibitor: inhibitors of human serine peptidase HTRA1; Q92743; recombinant HTRA1, FP-rhodamine activity-based probe, fluorescence polarization; inhibition, % at 5.96 µM; hit rate 0.5% among 340,000; in the data active = inhibition above about 36%;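 note: 0% = enzyme with DMSO and 100% = wells lacking enzyme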
Target sequence (Q92743 whole entry, looked up): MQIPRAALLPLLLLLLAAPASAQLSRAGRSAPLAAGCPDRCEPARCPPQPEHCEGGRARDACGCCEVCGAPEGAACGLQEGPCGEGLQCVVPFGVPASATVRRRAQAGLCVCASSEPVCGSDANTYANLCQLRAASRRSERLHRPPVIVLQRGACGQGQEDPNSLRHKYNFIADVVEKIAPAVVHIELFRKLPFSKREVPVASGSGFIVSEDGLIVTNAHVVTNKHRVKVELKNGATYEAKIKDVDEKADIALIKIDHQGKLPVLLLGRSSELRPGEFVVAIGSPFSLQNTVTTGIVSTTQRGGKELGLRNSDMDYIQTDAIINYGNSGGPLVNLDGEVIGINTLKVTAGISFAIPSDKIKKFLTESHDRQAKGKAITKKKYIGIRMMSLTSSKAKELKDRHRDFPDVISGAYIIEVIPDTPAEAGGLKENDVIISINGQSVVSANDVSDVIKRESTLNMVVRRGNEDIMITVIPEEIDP
Rev-erbA mod: modulates human Rev-erb alpha binding to DNA; AID 1259318; hit rate 0.79% among 370,000; activity, % at 10 µM; Rev-erbα–FITC-DNA binding, fluorescence polarization, 90 min;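 active = activity above about 14%, limit read from the data; passing the limit was not always enough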;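 note: 0% = DMSO wells with 35 nM protein and 100% = DMSO wells with 750 nM protein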
NPR2 activator: GC-B (human) receptor activation; HEK293-GC-B cells, CNP EC30, cGMP TR-FRET; 0% at EC30 CNP, 100% saturating CNP; hit rate 0.11% among 370,000; activation, % at 10 µM; AID 1920062;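 active = activation at 10 µM reaching about 35% in either raw or pattern-adjusted values, limit read from the data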
rCAG binder: r(CAG) repeat RNA binding | hit rate 1.3% among 370,000 | AID 651821 | inhibition, % at 3 µM | TO-PRO-1 dye displacement fluorescence;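 active = inhibition above the plate cutoff, the mean of all test compounds on that plate plus 3 SD, cut at about 35% in these data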;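 note: 0% = DMSO alone and 100% = 100 µM mitoxantrone as full dye displacement; higher means more dye released from RNA so lower well fluorescence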
SMARCA2 act: activators of SMARCA2 function; MG213 cells, MMTV-luciferase reporter, dexamethasone, overnight; hit rate 1% among 370,000; activation, % at 9.1 µM; AID 652017; in the data active = activation above about 7.8%;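 note: 0% = vehicle wells and 100% = reference activator wells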
* marks the source's active call; other numbers are inactive results; . = not tested or not shown. Not a hit list, and some 4.4% of all compounds hit somewhere here.

SMILES	GC-A act	PG9 Ab binder	ARFGAP1 inh	ABHD4 inh	ASAP1 inh	HTRA1 inhibitor	Rev-erbA mod	NPR2 activator	rCAG binder	SMARCA2 act
Cc1cc(C)c2c(c1)cc(C)c1nnc(SCC(=O)Nc3cc(C)on3)n12	-8	-9.8	-7	-5	5	-1	-4	0	-4	-3
CCOC(=O)/C=c1\s/c(=C\c2ccccc2C)c(=O)n1CC(=O)NCc1ccc2c(c1)OCO2	0	-1.2	4	-15	-4	-22	-5	-7	11	-3
Cc1ccc(C)c2sc(NC(=O)c3nc4ccccc4s3)nc12	-1	-1.0	3	-2	4	4	5	-6	1	-3
CCN1CCN(C(=O)c2ccc(Cl)c(S(=O)(=O)N3CCCCCC3)c2)CC1	2	0.3	8	-1	-6	2	-2	-1	-7	0
Cc1ccc(CN2CCN(c3ncccn3)CC2)c(C)c1	3	-0.5	-4	3	-15	-5	1	-3	-3	-3
CCOC(=O)C1=C(COC(=O)c2cccnc2Cl)NC(=O)NC1C (stereo unspecified)	5	-1.0	7	-4	-5	12	7	0	1	1
Cc1ccc(C)c(SCc2noc(C(=O)NC(C)C)c2C(=O)O)c1	-2	-2.1	7	-9	-13	4	1	4	12	1
CC(C)OC(=O)c1sc2nc3c(cc2c1N)C(=O)CCC3	20	-1.9	2	1	0	1	5	16	1	1
C=CC[C@@H](CC(=O)NCCO)C(=O)N[C@H](C)COC(=O)[C@@H](CC=C)CC(=O)OC(C)(C)C	6	-2.5	-11	2	-5	-5	0	-2	-8	0
O=c1c2cc3ccccc3n2cnn1Cc1ccccc1F	6	-1.8	-3	-11	13	-22	0	7	3	1
O=C(COC(=O)C1=COCCO1)Nc1ccccc1OC(F)F	-2	-0.7	8	-1	-9	4	1	1	-3	-2
O=C(NCc1ccncc1)C1=NN(c2ccccc2)C(=O)CC1	-1	-1.7	-1	-3	5	4	1	1	4	4
COc1ccc(-c2n[nH]c(=S)n2N)c(OC)c1	-1	-0.6	3	-3	14	-1	4	2	-1	-1
CC1N(C(=O)N2CCOCC2)CCN1S(=O)(=O)c1ccc(Cl)cc1 (stereo unspecified)	4	-0.9	4	0	12	2	8	-5	1	-1
COc1ccc(N2C(=O)CC(N3CCN(c4ccc(S(C)(=O)=O)cc4)CC3)C2=O)cc1 (stereo unspecified)	1	-2.3	8	-4	-7	-5	2	3	3	3
COc1ccc(NC(C)=O)cc1NS(=O)(=O)c1cn(C)c(=O)n(C)c1=O	0	-1.5	2	-4	2	1	3	0	2	-2
COc1ccccc1C(=O)NCCn1cc(SCC(=O)NCC2CCCO2)c2ccccc21 (stereo unspecified)	-6	-2.5	9	1	4	-1	-2	-8	-9	-1
CC1CCCN(CC(O)COc2ccc(S(=O)(=O)N3CCCC3)cc2[N+](=O)[O-])C1 (stereo unspecified)	4	0.9	1	1	2	-2	-4	-3	1	0
O=C(NCc1cccnc1)/C(=C/c1ccco1)NC(=O)c1ccccc1	.	-2.8	-9	-5	3	2	.	.	5	-3
Cc1ccc(Nc2c(-c3ccc(N4CCOCC4)cc3)nc3ncccn23)cc1C	9	-0.8	-14	2	-5	7	-5	5	5	-1

Arranged by the number under ARFGAP1 inh (lowest first): some entries from above
| Compound | ARFGAP1 inh |
| --- | --- |
| C=CC[C@@H](CC(=O)NCCO)C(=O)N[C@H](C)COC(=O)[C@@H](CC=C)CC(=O)OC(C)(C)C | -11 |
| Cc1cc(C)c2c(c1)cc(C)c1nnc(SCC(=O)Nc3cc(C)on3)n12 | -7 |
| O=c1c2cc3ccccc3n2cnn1Cc1ccccc1F | -3 |
| COc1ccc(N2C(=O)CC(N3CCN(c4ccc(S(C)(=O)=O)cc4)CC3)C2=O)cc1 (stereo unspecified) | 8 |

Additional results.
SMILES	GC-A act	PG9 Ab binder	ARFGAP1 inh	ABHD4 inh	ASAP1 inh	HTRA1 inhibitor	Rev-erbA mod	NPR2 activator	rCAG binder	SMARCA2 act
O=c1[nH]c2ccc(S(=O)(=O)N3CCCC3)cc2o1	0	.	.	-1	.	.	-1	-6	2	5
CCc1c(C#N)c(SCCC(=O)Nc2ccc(F)cc2)nc2c1C(=O)CC(C)(C)C2	0	0.0	-7	-47	0	-59	1	-5	4	-2
COc1cc(S(=O)(=O)NC2CCCCC2)ccc1Cl	-4	-2.1	7	-8	0	-5	4	2	-5	-2
CCOC(=O)c1c(/N=C/C2C(=O)CCCC2=O)sc(C)c1C	-4	-3.5	-11	4	-13	1	0	1	0	0
COC(=O)c1cc(-c2c[nH]c3ccccc23)n[nH]1	-1	-0.6	10	-3	-8	2	-5	-6	6	0
CC(C)(C)S(=O)N1Cc2cc(CO)ccc2[C@H]1CCO (stereo partly specified)	-3	0.2	4	-2	-4	-1	-2	5	1	-2
COC(=O)[C@@H]1CCCN1C(=O)c1cc(COc2cccc3cccnc23)on1	3	0.5	10	10	-2	5	-1	-1	-7	-1
COc1ccc(CC(=O)O/N=C(\N)c2ccncc2)cc1OC	0	-0.1	15	1	-3	0	-4	5	3	3
C[C@@H]1CN([C@@H](C)CO)C(=O)CCCn2nncc2CO[C@H]1CN(C)Cc1ccc(O)cc1	-1	-1.7	2	0	-3	.	-4	1	2	-5
COc1ccc(C(=O)N2CCN(C(=O)C3COc4ccccc4O3)CC2)cc1 (stereo unspecified)	1	0.4	2	0	-12	-1	-2	5	-3	-2
CCOCCOC(=O)c1ccc(NC(=O)c2cc(OC)c(OC)c(OC)c2Br)cc1	5	-2.1	-4	-2	-4	1	2	1	-4	3
O=C(N[C@H](Cc1ccccc1)C(=O)N1CCN(c2ncccn2)CC1)[C@H]1O[C@@H](n2ccc(=O)[nH]c2=O)[C@H](O)[C@@H]1O	4	-0.4	1	-2	-2	.	-4	4	-1	0
O=C(NCc1ccccc1)[C@@H]1CCCN1C(=O)[C@H]1CCCN1C(=O)c1ccc(F)c(F)c1	2	-0.3	12	6	-7	.	2	2	0	0
C=C1CCN([C@@H](CC(C)C)C(=O)NCc2cc(OC)c(OC)c(OC)c2)S(=O)(=O)c2ccccc21	0	-1.3	-3	-4	3	0	-2	4	-9	1
COc1ccccc1NC(=O)CN1CCN(CC(=O)Nc2ccccc2Cl)CC1	3	-1.4	4	4	-6	-2	9	-4	1	-1
COC(=O)[C@]12C[C@H](CC(=O)NCCc3ccccc3OC)C(=O)N(Cc3ccc4c(c3)OCO4)C1=C[C@H](C(C)(C)C)O[C@@H]2C	-2	0.4	-9	-14	-8	.	-2	-6	2	-5
COc1ccc(OC)c(N/C(=N/c2nc(C)cc(C)n2)NC(C)=O)c1	-10	-2.0	-9	-1	2	2	1	-9	2	-1
N#Cc1nc(-c2ccc(F)cc2)oc1NCc1cccc2c1OCO2	11	-0.5	14	-2	8	1	-1	14	2	-1
CC(C)(C)N1C(=O)[C@H]2[C@@H](c3ccc(Br)cc3)N3C(=O)N(c4cccc(F)c4)C(=O)[C@@]3(Cc3ccccc3)[C@H]2C1=O	-3	-1.9	7	4	3	-9	-1	-6	2	2
CC1Sc2ccc(S(=O)(=O)CCC(=O)NC(C)c3ccccc3)cc2NC1=O (stereo unspecified)	-5	-0.5	6	2	3	2	-5	-3	0	-2
Cc1nc2c(sc3nc(N4CCOCC4)c4c(c32)CC(C)(C)OC4)c(-c2ccccc2)c1C(=O)O	13	16*	6	22	-1	9	5	-4	2	0
Cc1ccc2[nH]c(=S)cc(C)c2c1	2	6.7	6	4	1	3	0	4	0	-1
CC(C(=O)Nc1cccc(C#N)c1)N(C)CCOc1ccccc1 (stereo unspecified)	2	-0.5	-5	-1	-6	-2	0	1	-6	-1
O=C(CNC(=O)c1ccccc1Br)N/N=C/c1cc(Br)ccc1O	-5	-2.2	3	-7	-5	-10	2	-7	17	-4
O=C(O)CN1C(=O)/C(=C/c2ccc(N3CCCCC3)o2)SC1=S	3	0.1	-6	8	2	-4	-1	5	25	-4
Cc1ccc(-c2nc(S(=O)(=O)c3ccc(F)cc3)c(SCC(=O)NCC3CCCO3)o2)cc1 (stereo unspecified)	-2	0.1	-2	3	12	9	10	4	2	-3
CN(CC(=O)Nc1ccc(F)cc1)C(=O)COC(=O)C1=COCCO1	1	-2.1	7	1	4	10	-2	-3	2	4
Cc1cc(C)cc(NC(=O)C2(c3cccs3)CCOCC2)c1	-34	-4.0	11	-3	5	2	5	-16	-4	-3
O=C(c1ccc[nH]c1=S)N1CCN(S(=O)(=O)c2ccc(Br)cc2Cl)CC1	-2	-1.6	11	2	-5	6	0	5	6	1
COc1ccc(C(C)NC(=O)c2ccccc2)cc1 (stereo unspecified)	7	.	.	.	.	-7	0	0	.	.
CCC(=O)c1ccc(OCC(=O)NCCCN2CCOCC2)cc1	1	0.1	5	-2	-4	2	2	0	-1	1
Cc1ccsc1/C=C1\CCC(C2CCCC2)C1=O (stereo unspecified)	-3	0.7	-6	6	-18	6	3	2	-3	5
Cn1cnc([N+](=O)[O-])c1S(=O)(=O)c1cccc(Cl)c1	3	1.1	0	-3	-1	-5	-9	22	-3	-11
CCOC(=O)C1CCN(S(=O)(=O)c2ccc3[nH]c(=O)ccc3c2)CC1	-4	-1.5	8	-1	-6	1	5	4	2	-2
Cn1nnnc1NCc1ccccc1F	6	-2.8	2	6	0	-4	-3	1	7	-2
O=C(CCNC(=O)c1ccc(Cl)cc1)NCc1ccco1	1	-0.1	13	-4	-4	-1	6	0	0	-2
CCn1c(SCC(=O)NC2CCCCC2C)nnc1-c1ccc(OC)cc1 (stereo unspecified)	4	-1.8	-6	-6	4	10	0	0	-9	-2
O=C(Nc1ccc(Oc2cccnc2)cc1)c1ccccc1F	1	-1.3	-1	-2	-5	-4	1	8	-5	4
CCn1c(SCC(=O)NNC(=O)c2ccccc2)nnc1-c1ccco1	-3	-0.4	3	-3	1	3	1	2	-2	-4
C=CCOc1ccc(C(=O)Nc2ccc(OCC)cc2)cc1	5	0.0	-6	-6	-1	-6	-2	-3	0	1

Record cards (already shown). Order of screens: GC-A act, PG9 Ab binder, ARFGAP1 inh, ABHD4 inh, ASAP1 inh, HTRA1 inhibitor, Rev-erbA mod, NPR2 activator, rCAG binder, SMARCA2 act
`Cn1nnnc1NCc1ccccc1F` is listed as 6, -2.8, 2, 6, 0, -4, -3, 1, 7, -2
`O=C(CCNC(=O)c1ccc(Cl)cc1)NCc1ccco1` is listed as 1, -0.1, 13, -4, -4, -1, 6, 0, 0, -2

Further results.
SMILES	GC-A act	PG9 Ab binder	ARFGAP1 inh	ABHD4 inh	ASAP1 inh	HTRA1 inhibitor	Rev-erbA mod	NPR2 activator	rCAG binder	SMARCA2 act
O=C(Nc1cccc([N+](=O)[O-])c1)c1ccc(CN2CCOCC2)cc1	4	-0.4	-6	6	1	0	-2	-2	1	-2
O=C(O)C[C@@H](CNC(=O)COc1ccc2ccc(=O)oc2c1)c1ccc(Cl)cc1	1	-0.7	3	-6	2	2	-1	1	1	-1
Cc1ccccc1NC(=O)N1CCNC(=O)C1CC(=O)Nc1cc(Cl)ccc1Cl (stereo unspecified)	-4	-0.7	-1	-3	-5	-7	2	8	-1	1
COc1ccc(C(=O)c2ccc(N3CCN(C(=O)c4ccc(F)cc4)CC3)c(F)c2)cc1Br	-13	0.9	3	-2	-8	-1	28*	2	5	0
O=C(CN1CCCc2ccccc21)NCCc1ccc(F)cc1	-3	0.7	0	5	1	1	-1	-3	-5	-2
NC(=O)/C(=C\c1ccc([N+](=O)[O-])o1)c1ccco1	-3	-4.2	-8	9	7	.	-5	-7	6	-2
